eIF4E-4G inh = inhibitors of eIF4E and eIF4G interaction in translation initiation; P63073+Q04637; TR-FRET eIF4E-eIF4GI(517-606) binding, 2 h; inhibition, % at 21.7 µM; 220,000 tested, 0.37% active;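 active = inhibition above about 30%, limit read from the data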;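 also: 0% = full FRET control wells and 100% = background wells lacking eIF4GI fragment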
Target sequence (P63073 whole entry, looked up, the tested form may be a part): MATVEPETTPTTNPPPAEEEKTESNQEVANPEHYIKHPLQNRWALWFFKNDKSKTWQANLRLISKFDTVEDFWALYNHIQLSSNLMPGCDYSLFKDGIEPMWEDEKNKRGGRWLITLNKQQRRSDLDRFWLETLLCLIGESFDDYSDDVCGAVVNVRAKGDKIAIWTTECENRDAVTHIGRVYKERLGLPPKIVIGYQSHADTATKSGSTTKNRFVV
Target sequence (Q04637 whole entry, looked up, the tested form may be a part): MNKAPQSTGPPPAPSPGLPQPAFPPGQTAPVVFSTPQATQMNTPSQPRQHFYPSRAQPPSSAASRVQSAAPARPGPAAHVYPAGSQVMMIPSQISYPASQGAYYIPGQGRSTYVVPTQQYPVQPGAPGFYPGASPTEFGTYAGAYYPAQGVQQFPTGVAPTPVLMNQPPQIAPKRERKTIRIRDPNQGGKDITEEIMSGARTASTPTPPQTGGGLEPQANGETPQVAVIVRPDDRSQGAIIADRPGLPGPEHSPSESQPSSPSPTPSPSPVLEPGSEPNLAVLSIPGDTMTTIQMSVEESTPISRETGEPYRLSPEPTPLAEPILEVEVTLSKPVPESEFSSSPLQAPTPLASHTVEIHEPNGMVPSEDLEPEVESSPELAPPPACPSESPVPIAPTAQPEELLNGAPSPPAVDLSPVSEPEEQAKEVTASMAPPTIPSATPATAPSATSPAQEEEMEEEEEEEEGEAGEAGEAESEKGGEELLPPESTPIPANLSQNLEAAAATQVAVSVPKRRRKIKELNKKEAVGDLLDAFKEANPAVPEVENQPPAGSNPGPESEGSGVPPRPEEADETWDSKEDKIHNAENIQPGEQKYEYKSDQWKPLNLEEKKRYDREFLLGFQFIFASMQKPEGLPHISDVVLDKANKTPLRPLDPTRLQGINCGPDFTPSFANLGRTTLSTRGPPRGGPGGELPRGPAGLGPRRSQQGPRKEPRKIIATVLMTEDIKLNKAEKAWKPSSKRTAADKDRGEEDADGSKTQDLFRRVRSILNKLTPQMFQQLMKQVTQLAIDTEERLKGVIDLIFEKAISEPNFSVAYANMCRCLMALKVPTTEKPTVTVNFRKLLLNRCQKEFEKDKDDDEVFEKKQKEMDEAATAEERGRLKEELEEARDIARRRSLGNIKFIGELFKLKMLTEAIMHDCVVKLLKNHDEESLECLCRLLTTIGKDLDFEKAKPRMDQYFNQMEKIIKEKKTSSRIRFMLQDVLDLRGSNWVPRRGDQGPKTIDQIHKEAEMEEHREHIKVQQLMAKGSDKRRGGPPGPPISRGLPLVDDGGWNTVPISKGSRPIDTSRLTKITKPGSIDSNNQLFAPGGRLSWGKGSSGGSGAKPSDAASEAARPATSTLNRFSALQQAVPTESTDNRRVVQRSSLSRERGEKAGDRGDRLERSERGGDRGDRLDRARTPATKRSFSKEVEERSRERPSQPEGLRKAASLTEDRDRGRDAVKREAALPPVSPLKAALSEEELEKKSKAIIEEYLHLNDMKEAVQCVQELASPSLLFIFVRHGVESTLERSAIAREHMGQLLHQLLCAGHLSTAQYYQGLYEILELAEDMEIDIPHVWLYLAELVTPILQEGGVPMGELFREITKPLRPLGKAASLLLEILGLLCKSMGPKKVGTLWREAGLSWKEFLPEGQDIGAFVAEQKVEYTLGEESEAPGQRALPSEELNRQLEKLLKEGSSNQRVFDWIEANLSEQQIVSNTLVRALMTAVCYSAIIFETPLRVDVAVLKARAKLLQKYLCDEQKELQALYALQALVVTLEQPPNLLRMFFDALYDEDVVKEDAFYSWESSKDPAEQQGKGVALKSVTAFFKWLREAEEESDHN
TNF death inh = blocks TNF-alpha induced death of Jurkat FADD-/- cells; Jurkat FADD-/- TNF necroptosis rescue, ATP luminescence, 24 h; 0 = TNF only, 100 = no-TNF cells; activation (protection from cell death), % at 10 µM; 220,000 tested, 0.068% active;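 active = activation, meaning protection from cell death, of at least 50% relative to plate controls; inactive = activation below 50%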;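 also: necroptosis triggered by 40 ng/mL TNF-alpha added together with compound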
m-calpain inh = inhibitors of pig calpain II | purified calpain II, fluorogenic peptide substrate, 30 min | 220,000 tested, 0.37% active | inhibition, % at 16 µM;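 active = inhibition above about 50%, limit read from the data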
zVAD death inh = L929 zVAD cell death inhibition. L929 zVAD necroptosis rescue, ATP luminescence, 24 h; with zVAD 60 µM. AID 1377. 220,000 tested, 0.38% active. viability rescue, % at 10 µM;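 active = activation, scaled between plate controls, above about 75%, limit read from the data; inactive = activation under that limit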;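 also: 0% = zVAD with DMSO and 100% = DMSO alone without zVAD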
KCC2 mod = modulators of human KCC2 chloride dependent transport; B-score of Tl+ flux slope (higher = more flux/activation; lower = inhibition) at 10 µM; KCC2 cells, thallium flux FluoZin-2 fluorescence; Q9H2X9; 190,000 tested, 2.2% active;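 active = thallium flux slope and its plate-corrected score both differing from the plate sample mean at a set confidence after two filtering rounds, in either direction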;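 also: slope of fluorescence scaled to starting intensity during 10 to 20 s after thallium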
EBV gp42 block = blocks Epstein-Barr virus glycoprotein 42 binding; inhibition, % (tested at 21.74 µM); Fluorescence polarization binding assay, mP read-out; 220,000 tested, 0.42% active; AID 1085; Q1HVG2; in the data active = inhibition above about 50%
MDM2 E3 inh = Mdm2 E3 ligase (human) inhibition. Q00987. cell-based MDM2 ubiquitination luciferase reporter, 2 h; 0 = plate control, 100 = twice control, blank-subtracted. signal enhancement, % at 5 µM. 210,000 tested, 0.11% active;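 active = signal enhancement of 30% or more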;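 also: luminescence tracks abundance of the self-degrading MDM2-luciferase fusion protein; higher signal means inhibition of MDM2 E3 ligase activity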
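Assay system: stable mammalian line carrying autodegrading MDM2–luciferase fusion reporter; amount: 2000 cells seeded into each well; buffer or medium: DMEM; benchmarks: plate control and blank wells; signal: luciferase luminescence; timing: 2 h compound exposure at 37 °C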
PERK inhibitor = blocks human PERK kinase; AID 1416; inhibition, % at 5.6 µM; 220,000 tested, 0.17% active; Q9NZJ5; CHO PERK-DD fusion, SEAP luminescence translation reporter;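 active = inhibition above the mean inhibition of all tested compounds plus 3 SD, set separately per screening campaign, cut at about 2.9% in these data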;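 also: PERK kinase domain activated by AP20187 dimerizer at 100 nM; 0% = DMSO with dimerizer and 100% = rapamycin at 8.4 µM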
Rad51 HR inh = blocks human Rad51 in homologous recombination; Q06609; hRad51 DNA strand exchange, fluorescence dequenching; inhibition, % at 10 µM; 200,000 tested, 0.085% active;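 active = inhibition above 40% at the single screening dose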;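 also: 0% = DMSO control wells and 100% = blanks with heterologous ssDNA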
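Assay system: Human Rad51 nucleoprotein filaments preassembled on unlabelled ssDNA | Reagent: Donor/quencher-labelled 47-bp dsDNA substrate | Doses: One concentration, 10 µM final | Times: 37 °C 15-min filament assembly, 30-min compound preincubation, 15-min exchange | Technique: Fluorescein emission 520 nm, excitation 485 nm | Benchmarks: Plate control and blank wells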
Active calls of the source: *; i = inactive; · = not tested or not shown; [ ] = remark or other dose.

Each structure is followed by: eIF4E-4G inh	TNF death inh	m-calpain inh	zVAD death inh	KCC2 mod	EBV gp42 block	MDM2 E3 inh	PERK inhibitor	Rad51 HR inh
> Cc1cc(N2CCOCC2)nc2ccc(NC(=O)CCC(=O)N3CCCC(C)C3)cc12 (centres undefined)
  17	0.0	i	2.8	-1	-2	-12	0.2	2
> CCn1c(SC)nnc1-c1sc2cc(Cl)ccc2c1Cl
  2	-4.0	26	-0.2	·	-12	-7	-0.8	2
> COc1ccccc1Nc1nc(-c2sc(NC(=O)c3ccccc3)nc2C)cs1
  -2	-3.7	-7	0.7	1.1	-6	-2	0.6	-11
> CN(Cc1cnn(C)c1)C(=O)c1cc2ccccc2oc1=O
  0	-1.1	-24	0.1	·	-16	1	0.7	3
> COc1ccc(-c2nc3ccccc3c(=O)o2)cc1OC
  -8	-3.1	-27	-0.2	·	-12	-13	0.5	0
> CCCCn1c(N)c(-c2nc3ccccc3s2)c2c([N+](=O)[O-])nn(C)c(=O)c21
  -5	-7.9	-38	0.1	0.44	5	-15	0.1	3
> Cc1cc(C)c(C#N)c(Sc2ccc(N)cc2)n1
  11	0.9	3	0.6	-0.99	-3	8	0.8	3
> Cc1nc(C(=O)NC2CCOCC2)sc1C1(C)CC(c2cccc([N+](=O)[O-])c2)=NO1 (centres undefined)
  -1	-0.4	-9	-0.7	0.026	-14	21	·	6
> CC(C)(C)c1ccc2c(c1)OCC(C(=O)O)O2 (centres undefined)
  1	0.1	19	-0.2	·	6	2	1.7	5
> COc1ccc(NC(=O)CCN2CCN(S(=O)(=O)c3ccc(C(C)C)cc3)CC2)cc1
  ·	-1.5	-5	-0.3	-0.4	-11	2	-1.2	-5

Three of the compounds above, with each value named:
> CCn1c(SC)nnc1-c1sc2cc(Cl)ccc2c1Cl
  eIF4E-4G inh: 2 | TNF death inh: -4.0 | m-calpain inh: 26 | zVAD death inh: -0.2 | KCC2 mod: · | EBV gp42 block: -12 | MDM2 E3 inh: -7 | PERK inhibitor: -0.8 | Rad51 HR inh: 2
> COc1ccccc1Nc1nc(-c2sc(NC(=O)c3ccccc3)nc2C)cs1
  eIF4E-4G inh: -2 | TNF death inh: -3.7 | m-calpain inh: -7 | zVAD death inh: 0.7 | KCC2 mod: 1.1 | EBV gp42 block: -6 | MDM2 E3 inh: -2 | PERK inhibitor: 0.6 | Rad51 HR inh: -11
> CN(Cc1cnn(C)c1)C(=O)c1cc2ccccc2oc1=O
  eIF4E-4G inh: 0 | TNF death inh: -1.1 | m-calpain inh: -24 | zVAD death inh: 0.1 | KCC2 mod: · | EBV gp42 block: -16 | MDM2 E3 inh: 1 | PERK inhibitor: 0.7 | Rad51 HR inh: 3

An excerpt from above in order of their number in KCC2 mod, smallest number first:
Compound,KCC2 mod
COc1ccc(NC(=O)CCN2CCN(S(=O)(=O)c3ccc(C(C)C)cc3)CC2)cc1,-0.4
Cc1nc(C(=O)NC2CCOCC2)sc1C1(C)CC(c2cccc([N+](=O)[O-])c2)=NO1 (centres undefined),0.026
CCCCn1c(N)c(-c2nc3ccccc3s2)c2c([N+](=O)[O-])nn(C)c(=O)c21,0.44

Later entries.
Each structure is followed by: eIF4E-4G inh	TNF death inh	m-calpain inh	zVAD death inh	KCC2 mod	EBV gp42 block	MDM2 E3 inh	PERK inhibitor	Rad51 HR inh
> Nc1nnnn1CC(=O)N/N=C/c1cccs1
  -5	1.0	9	0.4	0.31	-11	-7	1.6	18
> O=C(c1ccc(Cl)c(S(=O)(=O)N2CCOCC2)c1)N1CCCCC1
  -1	0.5	-15	0.5	0.63	-16	-7	0.9	·
> Cc1sc2nc(-c3ccco3)oc(=O)c2c1C
  6	-1.7	-53	0.0	·	-9	-9	1.0	-6
> COCCSc1ccccc1C(=O)N1CCN(c2ccccc2OC)CC1
  3	-0.6	-17	1.5	0.93	-4	-1	0.1	3
> Clc1ccc(CSc2nnc(-c3cccnc3)o2)cc1
  -3	6.7	8	0.1	-0.54	-20	·	0.4	0
> Cc1ccccc1-c1ncc(CN2CCN(C3CCCCC3)C(CCO)C2)cn1 (centres undefined)
  2	0.9	1	-0.4	·	0	-10	0.2	1
> CCOc1ccc(N=C2NC(=O)C(CC(=O)O)S2)cc1 (centres undefined)
  0[fluorescence artefact?]	-1.9	-19	0.5	-1.2	-14	-11	1.1	1
> COc1ccc(OC)c(CN2CCC(C(=O)N3CCN(c4ccccc4F)CC3)CC2)c1
  -2	-2.3	-1	0.0	-0.091	-3	-15	-2.1	·
> O=C(NCc1ccco1)c1cc(-c2ccc3c(c2)OCO3)on1
  5[fluorescence artefact?]	0.6	0	1.2	·	-6	-29	1.2	-33
> Cc1ccc(NC(=O)Cn2cnc3cc([N+](=O)[O-])ccc3c2=O)c(Cl)c1
  -1	-1.8	17	0.1	-0.18	-8	4	1.6	·

(cont.)
Each structure is followed by: eIF4E-4G inh	TNF death inh	m-calpain inh	zVAD death inh	KCC2 mod	EBV gp42 block	MDM2 E3 inh	PERK inhibitor	Rad51 HR inh
> CC(=O)Nc1ccc(S(=O)(=O)n2nc(C)cc2C)cc1
  -7	-0.4	-17	0.1	0.14	-21	-5	-0.5	-5
> COc1ccc2cc(Br)ccc2c1CC(=O)N(C)C
  1	-0.1	28	0.2	0.14	-16	-36	2.3	5
> S=c1[nH]nc(-c2ccccn2)n1/N=C/c1cccc2ccccc12
  -3[fluorescence artefact?]	0.7	8	1.6	4.4	-2	-2	-0.1	9
> CCOC(=O)C1=C(C)N(CC(C)C)C(=O)C1
  -1	0.6	-24	1.1	0.87	-5	-3	0.9	4
> Cn1c(=O)[nH]c(=O)c2c1nc(N1CCCCC1)n2CCSc1nc2ccccc2o1
  1	-0.9	-18	0.6	0.0057	0	-9	2.3	2
> CCOC(=O)c1ccc(N2C(=O)C(O)=C(C(C)=O)C2c2ccccn2)cc1 (centres undefined)
  4	-0.3	-38	0.8	-0.47	-17	-3	1.5	-6
> COc1ccc(N(C(=O)/C=C/c2ccc(OC)c(OC)c2)C2=CC3CCC(C2)N3C)cc1 (centres undefined)
  -2	-2.5	3	-0.1	-0.046	-12	-15	-0.2	3
> CCOc1cc(-n2ncc(C#N)c2N)nc(SC)n1
  -2	-3.6	16	-0.3	0.46	-21	-2	2.3	0
> CC(=C/c1ccco1)/C=N/NC(=O)Cc1cccn1C
  -3	0.9	-31	0.9	-0.14	-8	-22	0.6	1
> O=C(O)c1cccc(NC(=S)NC(NC(=O)c2cccc([N+](=O)[O-])c2)C(Cl)(Cl)Cl)c1 (centres undefined)
  -4	0.3	0	0.4	-0.8	1	·	1.1	25

Compound profiles (already shown).
`O=C(O)c1cccc(NC(=S)NC(NC(=O)c2cccc([N+](=O)[O-])c2)C(Cl)(Cl)Cl)c1` (centres undefined) reads eIF4E-4G inh = -4; TNF death inh = 0.3; m-calpain inh = 0; zVAD death inh = 0.4; KCC2 mod = -0.8; EBV gp42 block = 1; MDM2 E3 inh = ·; PERK inhibitor = 1.1; Rad51 HR inh = 25
`CCOC(=O)C1=C(C)N(CC(C)C)C(=O)C1` reads eIF4E-4G inh = -1; TNF death inh = 0.6; m-calpain inh = -24; zVAD death inh = 1.1; KCC2 mod = 0.87; EBV gp42 block = -5; MDM2 E3 inh = -3; PERK inhibitor = 0.9; Rad51 HR inh = 4

The listing continues.
Each structure is followed by: eIF4E-4G inh	TNF death inh	m-calpain inh	zVAD death inh	KCC2 mod	EBV gp42 block	MDM2 E3 inh	PERK inhibitor	Rad51 HR inh
> C=CCN1C(=O)NC2(O)C(=O)c3ccccc3C12O (centres undefined)
  0[fluorescence artefact?]	-0.9	-55	0.2	0.051	-6	-11	0.9	0
> CCCOc1ccc2c3c(c(=O)oc2c1OCCC)CCCC3
  -3	-1.9	-77	0.2	-1	13	-4	-0.1	15
> Cc1ccnc(NS(=O)(=O)c2ccc(NC(=O)CCS(=O)(=O)c3ccccc3)cc2)n1
  -2	0.5	-12	1.2	0.84	1	-9	0.8	-1
> CCCCn1c(SCc2nnc(-c3ccccc3)o2)nc2c1c(=O)n(C)c(=O)n2C
  3	-6.5	12	0.0	-0.11	0	-17	-0.6	4
> CCn1nc(C)c(NC(=O)CSc2nnc(-c3ccco3)n2C)c1C
  4	-0.3	-10	0.9	0.61	-14	7	1.0	3
> Cc1ccc(SCCCCN2C(=O)NC(C)(C)C2=O)cc1
  6[fluorescence artefact?]	0.2	-26	-0.3	-0.31	-1	6	0.2	-4
> COc1ccc(OCC(=O)NNC(=O)c2c(-c3ccccc3Cl)noc2C)cc1
  3	1.6	1	1.3	0.71	0	1	0.7	24
> COc1cccc(NC(=O)Cc2nnc(SCC(=O)c3ccccc3)n2C)c1
  -5	-0.9	-19	0.5	·	-10	-9	0.1	0
> CC(=O)Nc1cccc(C(=O)OCC(=O)NC(C)c2ccc(F)cc2)c1 (centres undefined)
  0	0.7	-11	1.7	-0.18	-12	0	0.4	7
> CC/C(=N\n1nnnc1Nc1ccccc1)c1ccccc1
  4	-2.1	7	0.0	0.7	4	-10	1.1	-6

(list continues)
Each structure is followed by: eIF4E-4G inh	TNF death inh	m-calpain inh	zVAD death inh	KCC2 mod	EBV gp42 block	MDM2 E3 inh	PERK inhibitor	Rad51 HR inh
> CCC(=O)Nc1cc(C(=O)OC(C(=O)c2ccc(C)c(C)c2)c2ccccc2)ccc1C (centres undefined)
  -9	-6.1	-1	-0.2	-0.043	-2	-16	-0.5	-1
> Cc1ccc(CN(Cc2cc3cccc(C)c3[nH]c2=O)C(=S)NCCCN(C)C)cc1
  -2	1.9	-54	13	-0.63	9	3	-0.7	-4
> COc1cccc(OCc2nnc(SCC(=O)NCc3ccco3)n2CCc2ccccc2)c1
  1	-12	-62	-0.2	-0.52	-8	-10	0.3	-13
> COc1ccc(Cc2nnc(NC(=O)CSc3ccc(Cl)cc3)s2)cc1OC
  6	1.3	-1	1.0	0.083	-16	-17	-0.4	-4
> CCOC(=O)c1ccc(NC(=O)c2nn(C)cc2Br)cc1
  3	0.6	-13	1.2	·	-22	0	0.4	-8
> O=C(Nc1nc(=O)n(C(=O)c2cccc(C(F)(F)F)c2)s1)c1ccccc1
  -3	1.7	-23	0.3	-4.3*	-6	·	0.9	-2
> COc1ccc(/C=C2\SC(=S)N(CC(=O)OCC(=O)Nc3ccc(C)cc3Cl)C2=O)cc1
  -1	0.3	-6	-0.3	0.23	-18	-1	1.4	·
> O=C(NCc1cccc(C(F)(F)F)c1)C1CC(c2ccccc2C(F)(F)F)=NO1 (centres undefined)
  -2	-8.8	18	1.5	0.23	-9	8	·	6

Screening results from PubChem.
